# Screening data: PubChem, National Center for Advancing Translational Sciences (NCATS)
# KDM5B inhibitor: Primary screen for KDM5B Histone Demethylases FDH-coupled qHTS; Potency, µM (titrated, usually from 57.7 µM), for the others: at the top dose activity change, negative = inhibition, actives largely listed as inhibitors; 220,000 compounds, 2.6% hits; KDM5B demethylase, FDH-coupled NADH fluorescence (FDH is formaldehyde dehydrogenase); active = well fitted inhibition curve with a large enough effect; inconclusive = small, poorly fitted or top-dose-only effect; inactive = no such curve, though single readings can be large or run the other way; note: 0% is about no effect; nearly all actives have a fitted effect of over 70% in size
# Target sequence (Q9UGL1 whole entry, looked up): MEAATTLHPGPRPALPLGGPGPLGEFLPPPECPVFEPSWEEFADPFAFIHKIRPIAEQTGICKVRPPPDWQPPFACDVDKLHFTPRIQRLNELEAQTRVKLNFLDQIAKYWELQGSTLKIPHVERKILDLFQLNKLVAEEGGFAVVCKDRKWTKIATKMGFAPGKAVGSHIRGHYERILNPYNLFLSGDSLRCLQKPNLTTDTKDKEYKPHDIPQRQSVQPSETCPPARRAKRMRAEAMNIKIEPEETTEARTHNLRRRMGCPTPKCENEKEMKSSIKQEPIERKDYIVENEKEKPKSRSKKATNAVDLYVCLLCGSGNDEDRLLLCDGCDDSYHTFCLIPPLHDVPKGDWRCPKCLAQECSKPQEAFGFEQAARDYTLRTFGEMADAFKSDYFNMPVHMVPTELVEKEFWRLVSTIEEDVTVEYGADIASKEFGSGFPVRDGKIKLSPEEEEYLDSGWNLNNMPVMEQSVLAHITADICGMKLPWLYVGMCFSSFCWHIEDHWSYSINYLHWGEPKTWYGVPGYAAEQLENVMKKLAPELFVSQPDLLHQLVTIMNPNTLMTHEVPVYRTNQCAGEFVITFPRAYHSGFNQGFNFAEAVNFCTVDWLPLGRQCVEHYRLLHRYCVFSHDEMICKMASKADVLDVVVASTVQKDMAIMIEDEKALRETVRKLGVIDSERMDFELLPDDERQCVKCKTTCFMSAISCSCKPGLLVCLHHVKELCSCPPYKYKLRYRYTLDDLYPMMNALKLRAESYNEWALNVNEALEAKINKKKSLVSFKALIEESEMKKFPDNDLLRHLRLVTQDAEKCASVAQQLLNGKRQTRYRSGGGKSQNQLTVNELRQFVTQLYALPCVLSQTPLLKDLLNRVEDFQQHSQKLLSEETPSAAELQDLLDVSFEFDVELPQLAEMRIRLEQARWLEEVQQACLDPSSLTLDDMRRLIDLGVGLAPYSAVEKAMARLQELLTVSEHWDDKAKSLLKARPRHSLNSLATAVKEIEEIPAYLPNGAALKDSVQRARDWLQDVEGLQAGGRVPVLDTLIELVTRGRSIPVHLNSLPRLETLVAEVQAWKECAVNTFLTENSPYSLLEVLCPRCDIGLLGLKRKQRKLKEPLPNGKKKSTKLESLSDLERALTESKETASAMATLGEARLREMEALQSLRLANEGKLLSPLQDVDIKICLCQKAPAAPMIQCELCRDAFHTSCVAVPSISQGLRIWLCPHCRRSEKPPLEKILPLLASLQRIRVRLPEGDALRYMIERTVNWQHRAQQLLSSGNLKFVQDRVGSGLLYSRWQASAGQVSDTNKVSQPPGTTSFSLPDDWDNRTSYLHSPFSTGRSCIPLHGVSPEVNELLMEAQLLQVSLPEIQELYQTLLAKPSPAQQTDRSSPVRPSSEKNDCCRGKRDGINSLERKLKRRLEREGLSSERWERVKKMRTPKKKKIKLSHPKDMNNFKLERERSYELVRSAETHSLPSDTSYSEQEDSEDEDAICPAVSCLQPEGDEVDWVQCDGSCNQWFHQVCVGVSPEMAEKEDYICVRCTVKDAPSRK
#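 qHTS format, multiple compound concentrations. Buffer 50 mM HEPES pH 7.5/0.01% Tween-20; 200 nM KDM5BΔAP final; 10 min compound preincubation; substrate-mix levels 12.5 µM peptide, 25 µM α-KG, 0.25 mM NAD⁺; 30 min RT; ΔRFU.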
# * hit, by the source's call; ? = inconclusive; & = joins results of further samples; [ ] = remark or other dose. Potency is the fitted concentration of half-maximal effect.
KDM5B inhibitor	Compound
15%	Cc1ccc(C)c(NC(=O)CN(C)C(=O)CSC(C)C(=O)Nc2cc(C)on2)c1 (stereo not drawn)
19%	O=C(NCCSCc1ccsc1)C1CC1
-17%	COc1nc(C(=O)NCC(C)N(C)C)cc2ccccc12 (stereo not drawn)
19%	CN(C)C(=O)COc1ncnc2c(Cl)cc(Cl)cc12
-34%	Cc1ccc(NC(=O)C23CCC(C)(C(=O)C2)C3(C)C)c(C)c1 (stereo not drawn)
16%	CCCCN(C)C(=O)Cn1c(C2CC(=O)N(c3cccc(C)c3)C2)nc2ccccc21 (stereo not drawn)
0%	CN(C)S(=O)(=O)c1ccc(NC(=O)Cn2nc(-c3ccc4c(c3)OCCO4)ccc2=O)cc1
11%	CC(C)Sc1ccccc1C(=O)NCCC1=CCCCC1
16µM*	O=C1N(Cc2ccccc2F)CCOC12CCN(Cc1ccccc1F)CC2
-7%	CC(C)NC(=O)N1C[C@@H](Oc2cccnc2)C[C@H]1C(=O)N1CCCC1
-26%	c1ccc(-c2noc(-c3cncnc3N3CCSCC3)n2)cc1
3%	CC(O)CCC(=O)NNC1CC(=O)N(c2ccccc2)C1=O (stereo not drawn)
9%	O=C(c1cc2c(s1)CCC(C(=O)N1CCN(C3CCCCC3)CC1)C2)N1CCCCC1 (stereo not drawn)
1%	COc1cc(C=O)ccc1OCCCCOc1c(C)cc(C)cc1Cl
6%	O=C(Nc1nnc(C2CCCCC2)s1)c1ccc2ccccc2n1
-6%	O=C(OCC12CC3CC(CC(C3)C1)C2)c1cc([N+](=O)[O-])cc([N+](=O)[O-])c1
25µM*	COCc1ccc2c(c1)c(OC(C)(C)C(=O)NCCN1CCOCC1)nn2CCC(C)C
-8%	O=S(=O)(c1ccc(Br)cc1)N1CCN(c2ccc(Nc3ccccc3)nn2)CC1
2%	COC[C@@H]1CN(C(=O)Cc2c(C)noc2C)C[C@H]1c1ccncc1
6%[149 µM]	CC1(C(=O)O)CCN(C(=O)c2cccc(Cl)c2)CC1
?	Cc1ccc(NC(=O)CN2C(=O)CCn3nc(-c4cccn4C)cc32)cc1
?	Cc1ccccc1Nc1c(-c2cccc(O)c2)nc2cnccn12
-19%	COc1ccc(-n2ccnc2SCC(=O)Nc2cccc(OC)c2)cc1
8%[115 µM]	CC(=O)Nc1ccc(CN2CCC(N3Cc4cccn4C3=O)CC2)cc1
17%	NS(=O)(=O)c1ccc(N/N=C/c2ccc(-c3ccccc3Br)o2)c([N+](=O)[O-])c1
?	COc1ccc(C(=O)c2c(N)sc3c2CCN(C(=O)OC(C)(C)C)C3)cc1
-4%	COc1ccc(CNC(=O)C(=O)Nc2cccc(C)c2C)cc1
-1%[115 µM]	Cc1cc(C(=O)NCc2cccs2)c2c(C3CCCNC3)noc2n1 (stereo not drawn)
7%	CCCCn1c(=O)[nH]c(=O)c2c1nc(CSc1nccn1-c1cccc(C)c1)n2C
6%	NC(=O)C1CCN(CCCNC(=O)c2ccc3ccccc3n2)CC1
2%	COCCNC(=O)N1CCc2n[nH]c(=O)n2CC1
?	COc1cc(C)ccc1OCCSc1nnc(-c2cccs2)o1
?	Cc1oc2cc3oc(=O)c(CCC(=O)N[C@H](C(=O)O)C(C)C)c(C)c3cc2c1C
16%	O=C(Cc1ccccc1Cl)Nc1ccc(-c2nnc3n2CCCC3)cc1
8%	CC[C@H]1CN(S(=O)(=O)c2ccc(OC)cc2)CC[C@H]1CC(=O)NCCN1CCOCC1
3%[86.2 µM]	CC(=O)N1CCC(NC[C@@H]2C=C(C)[C@H](Cc3nc4ccccc4[nH]3)C[C@H]2C(C)C)CC1
-15%	Cc1ccc(-c2nc3ccc(C(=O)N4CCC(CC(=O)NCCN5CCOCC5)CC4)cc3o2)cc1
13%	Cc1ccc(C2=C(O)C(=O)N(Cc3cccnc3)C2c2cccc(Cl)c2)cc1 (stereo not drawn)
-25%	CCc1cc2c(C)cc(=O)oc2cc1OCC(=O)c1ccc(OC)cc1
-1%	CS(=O)(=O)c1ccc(CC(=O)N[C@H]2CCOC[C@H]2C2CCOCC2)cc1
-11%	CN(C)C[C@@H]1CN(c2ccncn2)C[C@H]1NC(=O)Cc1c(F)cccc1Cl
4%	CCCCCn1nc(C(=O)NC2(C)CCS(=O)(=O)C2)c2ccccc2c1=O (stereo not drawn)
?	O=C(NCC1CN(CC2CC2)CC12CN(c1ccccc1)C2)Nc1ccccc1 (stereo not drawn)
12%	O=C(CCN1C(=O)c2ccc([N+](=O)[O-])cc2C1=O)Nc1ccccc1C(=O)O
-16%	Cc1nc2cc(NC(=O)c3cc(S(=O)(=O)N(C)c4ccccc4)ccc3Cl)ccc2o1
5%[86.2 µM]	N#Cc1ccc(CNC(=O)[C@@H]2Cc3nc[nH]c3CN2Cc2ccccc2)cc1
?	Cc1ccccc1Nc1c(-c2ccc(Br)cc2O)nc2sccn12
?	CSC1=N/C(=C\c2ccco2)C(=O)S1

# 3 entries from above, arranged by the value under KDM5B inhibitor, rising.
KDM5B inhibitor	Compound
-1%	CS(=O)(=O)c1ccc(CC(=O)N[C@H]2CCOC[C@H]2C2CCOCC2)cc1
4%	CCCCCn1nc(C(=O)NC2(C)CCS(=O)(=O)C2)c2ccccc2c1=O (stereo not drawn)
13%	Cc1ccc(C2=C(O)C(=O)N(Cc3cccnc3)C2c2cccc(Cl)c2)cc1 (stereo not drawn)

# Remaining list, next part:
KDM5B inhibitor	Compound
-10%	CC(NC(=O)CSc1nnc(COc2ccc(Cl)cc2)n1C)c1ccc2ccccc2c1 (stereo not drawn)
?	Cc1noc(C)c1-c1cc2c(cc(C)n2C)c(-c2ccnn2C)n1
-3%	Cc1ccc(C(=O)N2C[C@H]3OC(=O)N(CCc4cccc(Cl)c4)[C@H]3C2)cn1
6%	Cc1ccc(-c2csc(C(C#N)=C3CCC(C)CC3)n2)cc1 (stereo not drawn)
22µM*	Cc1nc(NC(=O)C2c3ccccc3C(=O)N(C3CCCC3)C23CCCC3)sc1C (stereo not drawn)
-115%	CC1CCN(c2oc(-c3cccs3)nc2C#N)CC1
32%	CCCNC(=O)C1CC(c2ccccc2F)=NO1 (stereo not drawn)
9%	CC(=O)Nc1ccc(NC(=O)c2csc(NC3CCCC3)n2)cc1
-1%	Cc1ccc2nc(-c3cccc(Cl)c3)cc(C(=O)O)c2c1
-30%	Cc1ccsc1CN1CCCCCCNC(=O)CC1c1ccccc1 (stereo not drawn)
-13%	Cc1ccc(-c2noc(C3CC(=O)N(c4ccc5c(c4)OCCO5)C3)n2)cc1 (stereo not drawn)
17%	O=C(NCCCOCC1CCCO1)c1cc(=O)c2ccccc2o1 (stereo not drawn)
-43%	NNc1ccc(S(=O)(=O)Nc2ccc(Cl)cc2)cc1[N+](=O)[O-]
32µM*	O=C(c1nnn2cc(-c3ccc(F)cc3)[nH]c(=O)c12)N1CCOCC1
10%	CC(=O)c1cccc(OCc2coc(-c3cccc(Cl)c3)n2)c1
?	Cc1cc(C)n(CCC(=O)NCC23CCC=C2N(CC2CC2)C(=O)CC3)n1 (stereo not drawn)
-11%	Cc1ccc(-c2nnn(C(C)C(=O)Nc3ccc(C#N)cc3)n2)cc1 (stereo not drawn)
-3%	O=C(c1ccccc1F)N1CCCC(c2noc(COc3ccccc3F)n2)C1 (stereo not drawn)
?	COc1cccc(-c2cc(-c3ccc(=O)[nH]c3)c3cncn3c2)c1
-1%	CCC(C)[C@@H](NC(=O)Nc1ccc(OC)c(Cl)c1)C(=O)OC (stereo partly drawn)
10%	O=C(/C=C/c1ccccc1)N1CCC(c2nc3ccccc3o2)CC1
19%	Cc1cc(NC(=O)CCn2cnc3c2c(=O)n(C)c(=O)n3C)ccc1Br
9%	Cc1ccc(N2CC(C(=O)Nc3nnc(C4CC4)s3)CC2=O)cc1F (stereo not drawn)
?	COc1cccc(CNC(=O)CCCn2c(=O)c3cccn3c3cccnc32)c1OC

# At a glance, some entries already given.
KDM5B inhibitor	Compound
-1%	Cc1ccc2nc(-c3cccc(Cl)c3)cc(C(=O)O)c2c1
-30%	Cc1ccsc1CN1CCCCCCNC(=O)CC1c1ccccc1 (stereo not drawn)
-13%	Cc1ccc(-c2noc(C3CC(=O)N(c4ccc5c(c4)OCCO5)C3)n2)cc1 (stereo not drawn)
17%	O=C(NCCCOCC1CCCO1)c1cc(=O)c2ccccc2o1 (stereo not drawn)
-43%	NNc1ccc(S(=O)(=O)Nc2ccc(Cl)cc2)cc1[N+](=O)[O-]
32µM*	O=C(c1nnn2cc(-c3ccc(F)cc3)[nH]c(=O)c12)N1CCOCC1
10%	CC(=O)c1cccc(OCc2coc(-c3cccc(Cl)c3)n2)c1
?	Cc1cc(C)n(CCC(=O)NCC23CCC=C2N(CC2CC2)C(=O)CC3)n1 (stereo not drawn)
-11%	Cc1ccc(-c2nnn(C(C)C(=O)Nc3ccc(C#N)cc3)n2)cc1 (stereo not drawn)
-3%	O=C(c1ccccc1F)N1CCCC(c2noc(COc3ccccc3F)n2)C1 (stereo not drawn)
?	COc1cccc(-c2cc(-c3ccc(=O)[nH]c3)c3cncn3c2)c1
-1%	CCC(C)[C@@H](NC(=O)Nc1ccc(OC)c(Cl)c1)C(=O)OC (stereo partly drawn)
10%	O=C(/C=C/c1ccccc1)N1CCC(c2nc3ccccc3o2)CC1
19%	Cc1cc(NC(=O)CCn2cnc3c2c(=O)n(C)c(=O)n3C)ccc1Br
9%	Cc1ccc(N2CC(C(=O)Nc3nnc(C4CC4)s3)CC2=O)cc1F (stereo not drawn)
?	COc1cccc(CNC(=O)CCCn2c(=O)c3cccn3c3cccnc32)c1OC

# Remaining list, next part
KDM5B inhibitor	Compound
-29%	COc1cc(C)ccc1OCc1nnc(SC(C)C(=O)Nc2ccc3c(c2)OCO3)n1C (stereo not drawn)
-18%	Cc1ccc(-c2nc(SCc3ncc(-c4ccc(Cl)cc4)o3)n[nH]2)cc1
-6%	CCOC(=O)C1=C(C)N(C2CCCCC2)C(=O)C1(NC(=O)C1CC1)C(F)(F)F (stereo not drawn)
34%	COCC(=O)N(C1CCOCC1)C1CCN(C(=O)c2ccc(F)cc2)CC1
-2%	O=C(COC(=O)c1cc2ccccc2cc1O)Nc1ccc(Cl)cc1C(F)(F)F
-23%	CC(=O)N1CCN(C[C@@H]2C=C(C)[C@H](Cc3nnc(-c4ccccc4F)o3)C[C@H]2C(C)C)CC1
-15%	COc1ccc(C(=O)N2CCC(n3cc(-c4nc(C)no4)nn3)C2)cc1OC (stereo not drawn)
-194%	CCN(CC)S(=O)(=O)c1ccc(NC(=O)CCc2c(C)nc3cc(-c4ccc(Cl)cc4)nn3c2C)cc1
7%	COc1ccc(C(=O)Oc2ccccc2)cc1Br
7%	COc1cccc(-c2nc(SCc3cc(=O)n4c5c(sc4n3)CCCC5)n[nH]2)c1
-25%[86.2 µM]	O=c1ncn(Cc2ccccc2)c2ccc(-c3cccnc3)nc12
-1%	CC1CCCCN1CCC(=O)O (stereo not drawn)
?	COc1ccc(CN2CCN(S(=O)(=O)c3ccccc3)CC2)c(OC)c1
-11%	Cc1cc(NC(=O)C(C)Sc2nc(Nc3ccccc3)c3ccccc3n2)no1 (stereo not drawn)
-5%	C[C@H](O)[C@@H]1CN2CCc3ccc(N4CCOCC4)cc3[C@@H]2C[C@@H]1N(C)C(=S)NCCc1ccccc1
12%	S=c1nc(-c2ccccc2)[nH]c2ccc(Br)cc12
-12%	Cc1ccccc1N=C1NC(=O)/C(=C/c2cccn2C)S1
2%	Cn1cnc(S(=O)(=O)N2CCCC(C(=O)N3CCc4ccccc43)CCNC(=O)CC2)c1 (stereo not drawn)
-19%	O=C(Nc1ccc(S(=O)(=O)NC2CCCCC2)cc1)C1c2ccccc2Oc2ccccc21
-30%	Cc1csc(CN2CCCC(c3n[nH]c(=O)n3-c3ccccc3)C2)n1 (stereo not drawn)
-6%&4%	Cc1ccccc1Cn1c(Oc2ccccc2F)nc2c1c(=O)n(C)c(=O)n2C
26%	O=C(CCOc1ccccc1)Nc1cnc2ccccc2c1
22%	Cc1ccccc1NC(=O)c1ccc2c(Cl)c3c(nc2c1)CCC3
14%	Cn1c(=O)c2c(ncn2CCCC(=O)Nc2cccc(N3CCCC3=O)c2)n(C)c1=O
-5%	O=C(c1ccc(F)cc1)c1ccc(OCC(=O)N2CCc3ccccc32)cc1
-13%	COc1ccc(OC)c(S(=O)(=O)NCCc2sc(C)nc2C)c1
-10%	Cc1ccc(C2(c3noc(CN(C)Cc4cccnc4)n3)CCCC2)cc1
-14%	CCCC1=Nc2cc(C(=O)NCC(C)c3ccccc3)ccc2Sc2ccccc21 (stereo not drawn)
4%	O=C(O)CCCc1nc2ccccc2c2nc(=O)c(-c3ccccc3)nn12
11%	Cc1sc(-c2nc(-c3ccccc3)no2)cc1S(=O)(=O)N1CCCCCC1
-8%	CCCCN(C(=O)COC(=O)c1ccc(C=O)cc1)c1c(N)n(CCC)c(=O)[nH]c1=O
-2%	COC(=O)c1cc2cc3ccccc3nc2s1
21%	O=C(c1ccc(Br)o1)N1CCC2(CC1)CC(O)CCO2 (stereo not drawn)
12%	Cc1cccc(C(=O)NC(CC(=O)O)c2ccc(C(C)(C)C)cc2)c1 (stereo not drawn)
-8%	COc1ccc(C2CC(=O)N(CC(=O)Nc3cc(C)ccc3C)c3ccccc3S2)cc1 (stereo not drawn)
-14%	Cc1ccc(C)c(S(=O)(=O)N(C)CC2CCOC2)c1 (stereo not drawn)
10%	S=C(NN=C1CCCCC1)NC1CCCCC1
7%	COc1ccc(NC(=O)c2oc3ccccc3c2NC(=O)C2CC2)cc1OC
9%	C=CCN1C(=O)COc2ccc(NC(=O)c3cc(=O)c4ccc(C)c(C)c4o3)cc21
-6%	O=C1[C@H]2CN(Cc3cc(Cl)ccc3F)C[C@H]2C(=O)N1CCN1CCc2ccccc2C1
1%	O=C1CCN(C(=O)c2cccnc2)CCCC(C(=O)N2CCN(c3ccc(F)cc3)CC2)CCN1 (stereo not drawn)
3%	CC(C)Cn1cnc2c1c(=O)n(CC(=O)Nc1ccc3c(c1)OCCO3)c(=O)n2Cc1ccccc1

# Not all compounds are listed; count on the stated rates, not on these rows.
